Yeast superoxide: lowers age-related superoxide in aged yeast cells. S. cerevisiae aged cells, superoxide DHE fluorescence; stronger effect = lower value. superoxide response (% of plate mean), % at 10 µM. actives 0.18% (n = 330,000);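 active = superoxide response under a set limit, about three screen SD below normal, cut at about 65% in these data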;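 also: yeast aged for seven days with compound at 30 °C before DHE staining; 100% = average MFI of all compound-treated wells on the plate with controls excluded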
HCV core dimer: HCV core protein dimerization inhibition; AID 1899; TR-FRET GST/Flag-core106 dimerization, 1536-well; actives 0.33% (n = 300,000); inhibition, % at 5 µM;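 active = inhibition above the mean of all tested compounds plus 3 SD, set per screening campaign, cut at about 45% in these data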
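Material: Tagged HCV core106 pair (GST and Flag) | Amount: GST-core106 13.5 nM, Flag-core106 17 nM | Medium: KF-containing HEPES buffer, pH 7.45, DTT, CHAPS, BSA | Reagent: Eu donor and XL665 acceptor anti-tag antibodies | Schedule: 4 h at 22.5 °C | Technique: Time-resolved FRET, ex 340 nm, em 617 and 671 nm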
JMJD2C inh: blocks human GASC-1 demethylase activity; actives 0.069% (n = 330,000); inhibition, % at 2.35 µM; Q9H3R0; GST-JMJD2C(1-420) H3K9me3 demethylation, DELFIA europium; AID 2099;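 active = more than half of a compound's replicate wells show inhibition beyond 50%, single wells judged on their own value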;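 also: signal counts dimethyl H3K9 product captured on neutravidin plate; 0% = median of DMSO wells and 100% = 0.3 times that DMSO median; strong numbers were not always called active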
Target sequence (Q9H3R0 1-420 limits assumed): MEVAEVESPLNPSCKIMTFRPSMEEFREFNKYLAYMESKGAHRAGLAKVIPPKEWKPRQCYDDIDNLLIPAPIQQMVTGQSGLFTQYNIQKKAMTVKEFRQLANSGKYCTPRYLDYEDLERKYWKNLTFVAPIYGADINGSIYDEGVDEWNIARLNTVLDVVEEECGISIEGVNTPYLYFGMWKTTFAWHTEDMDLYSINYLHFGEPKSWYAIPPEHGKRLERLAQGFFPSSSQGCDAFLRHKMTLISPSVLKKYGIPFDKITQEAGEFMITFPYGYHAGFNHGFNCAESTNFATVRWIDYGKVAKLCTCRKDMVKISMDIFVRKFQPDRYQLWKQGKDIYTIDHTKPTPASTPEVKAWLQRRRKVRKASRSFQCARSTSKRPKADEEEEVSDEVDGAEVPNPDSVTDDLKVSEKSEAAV
ZTA DNA inh: ZTA (EBV) inhibition in EBNA-1 counter-screen; P03206; ZTA-DNA binding, fluorescence polarization; inhibition, % at 11 µM; actives 0.15% (n = 320,000); in the data active = inhibition above about 33%
Fh CTSL1 inh: counter-screen for PFM18AAP inhibitors: inhibitors of F. hepatica cathepsin L1; AID 1906; actives 0.49% (n = 300,000); recombinant F. hepatica cathepsin L1, Z-Leu-Arg-MCA fluorescence; inhibition, % at 5.96 µM;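 active = inhibition above the mean of all tested compounds plus 3 SD, set per screening campaign, cut at about 17% in these data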;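 also: 0% = plate median of test compound wells and 100% = 1 µM Z-Phe-Ala-diazomethylketone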
PP5 inh: inhibitors of human protein phosphatase 5 (PP5); inhibition, % at 6.7 µM; P53041; purified PP5c, OMFP substrate fluorescence; actives 0.18% (n = 320,000);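 active = inhibition above the campaign's mean inhibition across all tested compounds plus 3 SD, cut at about 9.5% in these data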;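 also: 0% = DMSO only and 100% = 100 µM cantharidin control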
Target sequence (P53041 whole entry, looked up): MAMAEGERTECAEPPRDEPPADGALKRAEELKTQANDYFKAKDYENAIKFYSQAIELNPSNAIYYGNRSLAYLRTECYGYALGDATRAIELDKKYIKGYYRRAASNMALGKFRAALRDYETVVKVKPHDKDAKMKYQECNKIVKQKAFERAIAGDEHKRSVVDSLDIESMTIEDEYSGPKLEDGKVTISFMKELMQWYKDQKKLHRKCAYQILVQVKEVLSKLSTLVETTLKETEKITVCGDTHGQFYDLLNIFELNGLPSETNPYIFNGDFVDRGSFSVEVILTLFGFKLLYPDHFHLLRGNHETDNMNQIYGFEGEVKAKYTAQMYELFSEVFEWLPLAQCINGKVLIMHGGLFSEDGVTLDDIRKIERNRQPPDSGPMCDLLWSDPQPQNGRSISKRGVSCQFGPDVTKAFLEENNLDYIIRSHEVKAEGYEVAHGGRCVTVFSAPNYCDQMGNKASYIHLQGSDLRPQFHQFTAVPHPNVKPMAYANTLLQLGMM
EBNA-1 inhibitor: blocks EBNA-1 binding to DNA | actives 0.34% (n = 300,000) | inhibition, % at 14.8 µM | EBNA-1 DNA binding, fluorescence polarization | AID 1950; in the data active = inhibition above about 28%
TPT1 inhibitor: C. albicans TPT1 enzyme inhibition; recombinant caTPT1, FP RNA substrate dephosphorylation; inhibition, % at 5 µM; actives 0.81% (n = 300,000); AID 1962;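 active = inhibition above the mean of all tested compounds plus 3 SD, set per screening campaign, cut at about 24% in these data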;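 also: plate controls were DMSO alone for no effect and ferristatin control at 100 nM for full effect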
PP1 inh: blocks human PP1-alpha phosphatase, a PP5 counter-screen; AID 2235; P62136; purified PP1alpha, OMFP fluorescence; actives 0.9% (n = 320,000); inhibition, % at 6.7 µM;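 active = inhibition above the mean inhibition of all tested compounds plus 3 SD, computed separately for each screening campaign, cut at about 15% in these data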
Numbers without * were called inactive; . = no result given.

item	canonical_smiles	Yeast superoxide	HCV core dimer	JMJD2C inh	ZTA DNA inh	Fh CTSL1 inh	PP5 inh	EBNA-1 inhibitor	TPT1 inhibitor	PP1 inh
1	O=C(CNS(=O)(=O)c1ccc(Br)s1)N1CCCC1	102	0	0	11	-3	-2.4	0	-4	-1
2	O=C(Cn1cc2c(n1)CCCC2)Nc1ccccc1Br	109	5	-7	-10	-6	2.4	5	2	-3
3	C=CCNC(=O)C(=O)NCC(c1ccc2c(c1)OCO2)N1CCOCC1 (centres undefined)	104	-4	2	6	-3	0.5	-9	3	-1
4	COc1ccc(CCN=C(N)NS(=O)(=O)c2ccccc2)cc1	104	7	5	2	-4	0.8	-2	-1	-1
5	Cc1sc2ncnc(NCc3ccco3)c2c1C	102	10	13	3	1	-0.1	-1	2	-3
6	S=C(NCCc1ccccc1)NCC1CCCO1 (centres undefined)	117	-8	-4	2	-1	2.9	-3	0	-8
7	c1cncc(-c2noc(-c3cccc4ccccc34)n2)c1	96	4	4	8	0	0.9	-7	-2	1
8	CC(=O)c1ccc(Sc2ccccc2N)c([N+](=O)[O-])c1	118	0	9	-4	2	1.2	-2	1	6
9	Nc1ccccc1-c1nnc(-c2ccc(-c3ccccc3)cc2)o1	110	4	-7	10	-1	2.9	6	3	0
10	Cc1cc(-c2ccc(C(=O)O)s2)cnc1N	82	-5	3	-2	-1	0.4	4	-3	-3
11	CCN1CCCC1CNC(=O)Cn1cnc2sc(C)c(S(=O)(=O)N3CCC(C)CC3)c2c1=O (centres undefined)	91	-2	11	11	-1	-0.5	7	-1	-1
12	CN(C(=O)COC(=O)c1cc(Br)c(Br)s1)C1CCS(=O)(=O)C1 (centres undefined)	96	-3	22	-10	-9	-0.5	2	-2	-2
13	Brc1ccc(OCCCN2CCOCC2)cc1	93	4	3	3	-2	-1.0	-1	-1	-3
14	C[C@H](CCC(=O)O)[C@H]1CC[C@H]2[C@@H]3CC[C@@H]4C[C@H](O)CC[C@]4(C)[C@H]3CC[C@]12C	66	1	.	5	-1	-0.3	9	-3	3
15	C/C=C/C(=O)N1CC2(CC(c3cccc(NC(=O)CC(c4ccccc4)c4ccccc4)c3)=NO2)C[C@H]1C(N)=O (some centres undefined)	110	8	.	13	2	2.4	8	0	-2
16	COc1c(Cl)cc(Cl)cc1C(=O)Nc1ccc(NC(C)=O)cc1	103	-2	11	5	0	-0.8	8	0	2
17	CCc1ccc(C(=O)COC(=O)c2ccc(Cl)nc2)cc1	93	4	-1	-10	-4	3.7	-11	0	2
18	Cn1c2ccccc2n2c(=O)c(Cl)c(-c3ccccc3)c(C#N)c12	96	9	-5	-5	3	-2.5	8	-6	1
19	O=C(Cn1cc([N+](=O)[O-])ccc1=O)NCC1COc2ccccc2O1 (centres undefined)	88	.	.	-15	.	1.8	.	.	1
20	CCN1CCN(CCCCSc2ccccc2)CC1	87	5	6	12	0	-0.9	6	-2	-3
21	CCC(C)c1ccc(NC(=O)c2cnn3c(C(F)F)cc(C)nc23)cc1 (centres undefined)	100	6	64	4	7	-0.7	5	0	3
22	COCCCN(CCC#N)C(=O)c1c(-c2c(Cl)cccc2Cl)noc1C	92	-1	-11	5	1	0.1	3	1	-4
23	Cn1nc(C(=O)NCc2ccc(F)cc2)c2ccccc2c1=O	88	-3	3	-2	2	-2.0	9	2	-7
24	C=CCNC(=O)N1CCCC(C(=O)c2cccc(OC(C)C)c2)C1 (centres undefined)	120	4	-30	2	0	0.7	-6	1	-1
25	CC(C)Oc1ccc(C2CC(=O)N(c3ccc(C(=O)O)cc3)C2=O)cc1 (centres undefined)	128	6	-1	15	5	-0.4	-7	1	1

Some entries already given, reduced to PP1 inh:
entry | Molecule | PP1 inh
11 | CCN1CCCC1CNC(=O)Cn1cnc2sc(C)c(S(=O)(=O)N3CCC(C)CC3)c2c1=O (centres undefined) | -1
12 | CN(C(=O)COC(=O)c1cc(Br)c(Br)s1)C1CCS(=O)(=O)C1 (centres undefined) | -2

A second format for part of the listing above.
24	C=CCNC(=O)N1CCCC(C(=O)c2cccc(OC(C)C)c2)C1 (centres undefined)
1	O=C(CNS(=O)(=O)c1ccc(Br)s1)N1CCCC1
15	C/C=C/C(=O)N1CC2(CC(c3cccc(NC(=O)CC(c4ccccc4)c4ccccc4)c3)=NO2)C[C@H]1C(N)=O (some centres undefined)
21	CCC(C)c1ccc(NC(=O)c2cnn3c(C(F)F)cc(C)nc23)cc1 (centres undefined)

| Compound | 24 | 1 | 15 | 21 |
| --- | --- | --- | --- | --- |
| Yeast superoxide | 120 | 102 | 110 | 100 |
| HCV core dimer | 4 | 0 | 8 | 6 |
| JMJD2C inh | -30 | 0 | . | 64 |
| ZTA DNA inh | 2 | 11 | 13 | 4 |
| Fh CTSL1 inh | 0 | -3 | 2 | 7 |
| PP5 inh | 0.7 | -2.4 | 2.4 | -0.7 |
| EBNA-1 inhibitor | -6 | 0 | 8 | 5 |
| TPT1 inhibitor | 1 | -4 | 0 | 0 |
| PP1 inh | -1 | -1 | -2 | 3 |

Compounds from the list above that contain an aryl thioether with sulfur outside any ring (2):
item	canonical_smiles	Yeast superoxide	HCV core dimer	JMJD2C inh	ZTA DNA inh	Fh CTSL1 inh	PP5 inh	EBNA-1 inhibitor	TPT1 inhibitor	PP1 inh
8	CC(=O)c1ccc(Sc2ccccc2N)c([N+](=O)[O-])c1	118	0	9	-4	2	1.2	-2	1	6
20	CCN1CCN(CCCCSc2ccccc2)CC1	87	5	6	12	0	-0.9	6	-2	-3

The listing continues.
item	canonical_smiles	Yeast superoxide	HCV core dimer	JMJD2C inh	ZTA DNA inh	Fh CTSL1 inh	PP5 inh	EBNA-1 inhibitor	TPT1 inhibitor	PP1 inh
26	COc1ccc(C(=O)Nc2ccc3c(c2)Cc2ccccc2-3)cc1	95	0	10	3	0	-1.8	18	0	-3
27	COc1cc(NS(=O)(=O)c2ccc(NC(=S)NC(=O)c3cccs3)cc2)nc(OC)n1	108	-5	-2	0	-3	1.1	2	1	4
28	CC12CN3CC(=O)N4CC5(C)CN(CC(C)(C4)C5=O)C(=O)CN(C1)CC(C)(C3)C2=O	83	-1	16	6	3	-0.5	6	1	-3
29	CC(=O)Nc1ccc(NC2CCCCC2NS(=O)(=O)c2ccc(Cl)cc2)cc1 (centres undefined)	111	-6	-4	2	-6	-2.6	0	-1	-2
30	Cc1nn(Cc2cccc(C(=O)NC34CC5CC(CC(C5)C3)C4)c2)c(C)c1Br	87	-3	-3	3	-3	0.2	-6	0	2
31	Cc1nc2c(-c3ccccc3)c(C)nn2c(SCC(N)=O)c1Cc1ccccc1	97	0	1	-10	2	2.0	-5	1	-1
32	O=C1N=C2SCCN2/C1=C\c1c(Cl)cccc1Cl	87	5	11	4	-2	1.8	6	-1	15*
33	CCn1c(SCc2ccc(OC)cc2)nnc1-c1ccncc1	79	-3	-1	-11	-4	0.1	5	-2	-5
34	CCCCOc1ccc(-c2nnc(-c3ccco3)o2)cc1	89	-2	-4	-26	2	3.8	-4	-1	3
35	Cc1cccc(N2CCN(c3cccc(C)c3)C2c2cccnc2)c1	99	3	6	7	-2	0.8	9	-6	11
36	C=CCNC(=S)Nc1ccc2nc(C)c(C)nc2c1	92	-3	7	-3	-1	1.8	11	0	0
37	CC1CCc2nc3ccc(S(=O)(=O)N4CCC(C(=O)N5CCCCC5)CC4)cc3c(C(=O)O)c2C1 (centres undefined)	93	0	-1	12	3	-0.9	6	-2	-3
38	CC(C)=CCN1CCN(Cc2cccn2-c2nccs2)CC1CCO (centres undefined)	103	-8	-38	3	1	1.1	-5	1	-6
39	COc1ccc(C(CNC(=O)C(C)Oc2ccc(Br)cc2)N2CCOCC2)cc1 (centres undefined)	82	-1	17	-5	-1	-0.5	8	-2	-3
40	O=C(N/N=C/c1cccnc1)C1CC1(c1ccccc1)c1ccccc1 (centres undefined)	93	3	-5	4	-2	-1.8	10	0	1
41	Cc1cc(C)cc(NC(=O)Cn2nnc(C(=O)NCc3ccco3)c2N)c1	85	-8	2	-2	0	1.2	-3	-2	0
42	Cn1c(SCC(=O)Nc2ccc3c(c2)OCCO3)nnc1-c1cccnc1	89	2	-1	7	10	-1.1	-14	0	-2
43	COc1ccc(N2CCN(S(=O)(=O)c3cc(C)ccc3OC)CC2)cc1	101	-4	-24	-20	-6	3.3	3	0	-1
44	Cc1ccc(C)n1-c1ccc(C(=O)NCc2cccnc2)cc1	112	-4	2	-3	-4	-1.3	2	0	-1
45	CCN1CCN(C(=O)C23CCC(C)(C(=O)C2Br)C3(C)C)CC1 (centres undefined)	97	8	-2	-13	-2	2.7	-1	-1	-2
46	CCOc1ncccc1C(=O)NCc1ccccc1Cl	95	-1	-1	-2	-6	1.7	12	-4	-2
47	CC(C)(C)c1ccc(C(=O)NCCCn2ccnc2)cc1	101	6	6	-1	-6	3.8	-15	-1	-1
48	Cc1sc(NC(=O)CN2CCOCC2)c(C(=O)c2ccccc2)c1C	87	2	-5	1	-1	1.1	-7	1	2
49	Cc1[nH]n2c(=O)c3c(nc2c1-c1ccccc1)CCC3	107	-11	1	-14	-1	2.0	1	-1	2
50	O=C(O)C1C2CCC(O2)C1C(=O)Nc1ccc(F)cc1 (centres undefined)	110	-5	6	-9	-2	44*	-11	-5	31*

New compounds follow
Value order: Yeast superoxide | HCV core dimer | JMJD2C inh | ZTA DNA inh | Fh CTSL1 inh | PP5 inh | EBNA-1 inhibitor | TPT1 inhibitor | PP1 inh
51) Cc1conc1NC(c1cccs1)c1ccc2cccnc2c1O (centres undefined)
 : 98 | 5 | -4 | 7 | 0 | 1.4 | -2 | -4 | 7
52) CN(CCOc1ccc(Cl)cc1)C(=O)c1cc(-c2ccco2)nc2ccccc12
 : 99 | 10 | 5 | 9 | 2 | 3.2 | 12 | 2 | 2
53) COCc1nc2oc3ccc(C)cc3c(=O)c2cc1C(=O)OC
 : 97 | 4 | 26 | 8 | -1 | -3.5 | -6 | 4 | 0
54) O=C1Nc2ccccc2C1C(C[N+](=O)[O-])c1ccccc1 (centres undefined)
 : 104 | -3 | 1 | -1 | 1 | -0.3 | 1 | 1 | 2
55) COCCn1nnnc1C(c1cccs1)N1CCCC(C)C1 (centres undefined)
 : 95 | -1 | 0 | -7 | -1 | 0.2 | 1 | 0 | -5
56) Cc1ccc(C(=O)N/N=C\C2CC=CCC2)cc1[N+](=O)[O-] (centres undefined)
 : 90 | -1 | 1 | 19 | 0 | 1.9 | 7 | 1 | 0
57) CN(Cc1cccs1)C(=O)c1ccc(S(=O)(=O)NCc2ccco2)cc1
 : 87 | 0 | 1 | -2 | -3 | -1.2 | -7 | 0 | -1
58) Cc1cc(OCc2cc(C(=O)N(Cc3nccn3C)C(C)C)no2)cc(C)c1Cl
 : 119 | 7 | 6 | -6 | -1 | 1.7 | 1 | 2 | -1
59) Cc1cc(C(=O)N/N=C/c2cccnc2)c(C)o1
 : 101 | -2 | 2 | -10 | -1 | 0.9 | -13 | -6 | -3
60) O=C(Oc1ccc(C(=S)N2CCC(O)CC2)cc1)c1ccc(Cl)cc1
 : 91 | -6 | -1 | 17 | -2 | 1.1 | 3 | -4 | -3
61) Cc1cccc(NC(=S)Nc2ccc(N3CCOCC3)cc2)c1C
 : 106 | -6 | 9 | -1 | -3 | 2.2 | -4 | 1 | -3
62) COc1ccc2nc(N)sc2c1
 : 116 | 4 | 1 | 4 | -1 | 2.3 | 12 | 0 | -6
63) Cc1ccc(S(=O)(=O)N2CCCC(C(=O)O)C2)s1 (centres undefined)
 : 90 | 3 | 37 | -10 | -2 | 1.6 | 17 | -1 | -3

Single entries from the entries so far.
TPT1 inhibitor result of entry 52 stands at 2
HCV core dimer result of entry 58 stands at 7

Assay outcomes deposited in PubChem BioAssay by several laboratories.

Compounds as they come; about 3.1% have a hit in one of these screens.
